# influenza NS1A: NS1A inhibition, H1N1 influenza, cell based functional assay (AID 504329) | inhibition, % at 12.5 µM, or IC50 in µM where a hit was titrated | actives 0.3% (n = 340,000) | NS1A functional cell-based assay, percent inhibition; higher % means a stronger effect; in the data active means a potency from the dose series; inconclusive means inhibition above about 27% without an active follow-up result; further: strong numbers were not always called active
# M. tuberculosis: growth inhibition of non-replicating M. tuberculosis (AID 488890). Mycobacterium tuberculosis non-replicating, growth inhibition; higher % means a stronger effect. inhibition, % at 25 µM, or IC50 in µM where a hit was titrated. actives 0.39% (n = 320,000); in the data active means a potency from the dose series; inconclusive means inhibition mostly from about 82% at the one dose, without a potency; inactive means the rest, 99 in 100 with inhibition below about 76%;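 further: plate controls were DMSO cells for no effect and high antibiotic wells for full effect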
# M. tuberculosis HTS: M. tuberculosis growth inhibition, HTS (AID 449762) | actives 0.59% (n = 330,000) | inhibition, % at 25 µM, or IC50 in µM where a hit was titrated | M. tuberculosis H37Rv growth inhibition, 7H9 media; higher % means a stronger effect; in the data active means a potency from the dose series; inconclusive means inhibition above about 70% without an active follow-up result;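 further: bacterial growth assessed after seven days of incubation; strong numbers were not always called active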
# PhoP GFP inhibition: Inhibition of PhoP regulon, Salmonella typhi GFP reporter cells, confirmation, 4 h (AID 1850) | Salmonella Typhi PhoP-promoter GFP reporter, fluorescence, 4 h; higher % means a stronger effect | inhibition, % at 50 µM; hits with a dose series show IC50 in µM | actives 0.33% (n = 310,000); in the data active means a potency from the dose series; inconclusive means inhibition mostly from about 25% at the one dose, without a potency; inactive means the rest, 99 in 100 with inhibition below about 19%;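 further: 0% = induced wells with vehicle and 100% = uninduced wells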
# VEEV TC-83 Vero: inhibitors of VEEV TC-83 cytopathic effect, confirmation, Vero cells (AID 588727) | Vero cells, VEEV TC-83 cytopathic effect inhibition; higher % means a stronger effect | inhibition, % at 20 µM; hits with a dose series show IC50 in µM | actives 0.13% (n = 350,000); in the data active means a potency from the dose series; inconclusive means inhibition mostly from about 14% at the one dose, without a potency; inactive means the rest, 99 in 100 with inhibition below about 12%; further: strong numbers were not always called active
# VEEV TC-83 Vero 10K pilot screen: recorded beside VEEV TC-83 Vero, whose call it bears; inhibition, %; measured here: 10K pilot screen inhibition
# * = called active by the depositor; i = inactive; u = inconclusive; x = not tested or not shown. The order is random; overall some 1.4% were active at least once.
SMILES,influenza NS1A,M. tuberculosis,M. tuberculosis HTS,PhoP GFP inhibition,VEEV TC-83 Vero,others
Cc1cccc(NC(=O)CCc2c(C)nc3ncnn3c2C)n1,-5%,-9%,-8%,-3%,6.3%,
CCc1nc2sc3c(c2c(=O)n1N)CC(C)(C)OC3,0%,-16%,10%,-6%,2.3%,
O=[N+]([O-])c1cc(C(F)(F)F)cc([N+](=O)[O-])c1Sc1n[nH]c(C(F)(F)F)n1,2%,73%,12%,-10%,0.3%,
CC[C@H]1CN(C)CCc2c([nH]c3ccccc23)C(=O)C[C@@H]1/C(=C\OC)C(=O)OC,12%,7%,1%,16%,0.2%,
O[C@@H]1COC(Nc2ccc(N=Nc3ccccc3)cc2)C[C@@H]1O (some centres not stated),x,40%,u,6%,x,
CCCCn1c(N)c(N(CCC(C)C)C(=O)C2CCCO2)c(=O)[nH]c1=O (configuration not stated),-7%,-9%,-3%,2%,7.0%,
CCOC(=O)c1sc(C)c2c(=O)n(CC(=O)c3ccc(Br)cc3)nnc12,12%,68%,74µM*,-10%,1.9%,
CCCCn1c(O)c(C(C)=NCCN2CCOCC2)c(=O)[nH]c1=O,18%,1%,-1%,6%,1.7%,
CC(=O)c1sc2c(c1OC(=O)c1ccccc1)c(=O)n(-c1ccccc1)c(=S)n2-c1ccccc1,0%,x,x,x,i,
Cc1ccc(NC(=O)CSc2nnc(Cc3cccn3C)n2-c2ccc(F)cc2)cc1,6%,16%,-5%,-12%,0.1%,
O=C1C2C3C=CC(C3)C2C(=O)N1c1nccs1 (configuration not stated),19%,-3%,-14%,-5%,2.6%,
CCOC(=O)C1CCCCN1Cc1cn[nH]c1-c1ccc(F)cc1F (configuration not stated),9%,-8%,-9%,6%,i,
COc1ccc(C(=O)OCC(=O)Nc2cccc(S(=O)(=O)NC3=NCCCCC3)c2)cc1[N+](=O)[O-],-1%,x,x,x,0.1%,
O=C(CSC1=NS(=O)(=O)c2cc(Cl)ccc2N1)NCc1ccc(F)cc1,-4%,24%,-7%,5%,4.2%,
CCCCOC(=O)c1ccc(NC(=O)c2cnc3n(c2=O)CCS3)cc1,1%,11%,4%,15%,1.2%,
O/N=C(\CN1CCCCC1)c1ccccc1,-7%,-13%,1%,0%,i,
CN(C)S(=O)(=O)c1ccc(NC(=O)C2CC(=O)N(Cc3ccccc3)C2)cc1 (configuration not stated),-1%,-5%,-6%,-6%,1.2%,
CC(C)(C)C(=O)CSc1nc2c(c(-c3cccs3)c1C#N)CCC2,-3%,-26%,3%,-4%,3.2%,
CN1CCN(c2ccc(Cl)cc2NC(=O)c2ccc([N+](=O)[O-])cc2)CC1,8%,14%,9%,0%,1.2%,
COc1ccccc1COCC(O)CN(Cc1ccco1)Cc1ccccc1O (configuration not stated),7%,9%,0%,-5%,0.7%,
Cc1ccc(CN2CCN(Cc3ccc(OCCO)cc3)CC2CCO)o1 (configuration not stated),2%,7%,8%,-7%,1.4%,
OCCn1c(Cl)nc2ccccc21,-6%,-12%,-2%,2%,i,
CCOP(=O)(OCC)C(c1ccccc1)N(C)C=O (configuration not stated),-1%,-9%,5%,0%,i,
CCOC(=O)c1ccc2[nH]c3c(c2c1)CCCC3O (configuration not stated),-5%,68%,16%,-6%,1.6%,
O=C(COc1cccc2cccnc12)NCC(F)(F)F,2%,u,-13%,3%,4.2%,

# Following part:
SMILES,influenza NS1A,M. tuberculosis,M. tuberculosis HTS,PhoP GFP inhibition,VEEV TC-83 Vero,others
C/C(N)=C(/C#N)C(=O)COC(=O)c1cc(S(=O)(=O)N2CCCCC2)ccc1C,-1%,-3%,-4%,-1%,5.5%,
CCOC(=O)CC(=O)Nc1c(C)cc(C)cc1C,6%,-5%,-12%,-7%,1.4%,
Cc1cccc2cc(CN(CC3CCCO3)C(=O)NC3CCCCC3)c(=O)[nH]c12 (configuration not stated),0%,11%,-2%,-9%,0.1%,
O=C1NCCCC2c3cc(O)c4ccccc4c3OC12N1CCCCC1 (configuration not stated),x,46%,-8%,0%,x,
Cc1ccc2nc(N3CCCCC3)c(C=O)c(=O)n2c1,x,3%,-1%,-6%,x,
CC1CCCN(CCCNC(=O)c2ccc(CS(=O)(=O)Cc3cccc(Cl)c3)o2)C1 (configuration not stated),4%,-11%,0%,4%,1.1%,
CCC1CC(CSc2ncn[nH]2)OC1=O (configuration not stated),1%,32%,7%,-5%,2.8%,
COc1ccc(-n2c(SCC(N)=O)nc3sc4c(c3c2=O)CCN(C)C4)cc1,-4%,9%,-5%,-9%,5.6%,
O=C1CN=C(c2ccccc2Cl)c2cc(Br)ccc2N1,-7%,0%,6%,20%,4.4%,
COc1ccc(OC)c(NC(=O)Cn2cc(C#N)c3cc(Br)ccc32)c1,-4%,-15%,-5%,-6%,i,
Cc1cc2c(c(C)c1Br)C(c1ccc3c(c1)OCO3)CC(=O)O2 (configuration not stated),17%,x,x,x,0.2%,
CN1C(=O)c2ccc(S(=O)(=O)c3ccc(C(=O)O)cc3)cc2C1=O,1%,-7%,5%,2%,2.0%,
CC(C)CC(NC(=O)c1ccccc1)C(=O)OCC(=O)Nc1ccc(S(N)(=O)=O)cc1 (configuration not stated),1%,13%,1%,-3%,i,
CN(C)C(CNc1ccc(C(N)=O)cc1[N+](=O)[O-])c1ccccc1 (configuration not stated),3%,4%,-4%,10%,0.9%,
CCc1c(C#N)sc(C(N)=O)c1CC,-3%,-1%,2%,-2%,3.8%,
CC(=O)Nc1ccc(S(=O)(=O)NCCN2CCOCC2)cc1,-2%,-4%,-8%,3%,2.5%,
O=C(NCc1ccncc1)C(=O)NCC1OCCCN1S(=O)(=O)c1cc(F)ccc1F (configuration not stated),-1%,6%,8%,-4%,3.5%,
COc1ccc(NC(=O)CCC(=O)OCc2ccc(Br)cc2)cc1,-7%,-1%,27%,-8%,1.4%,
O=C(Cc1ccccc1[N+](=O)[O-])NC1CC1,1%,-8%,-2%,2%,0.3%,
COc1cc(/C=C(\NC(C)=O)C(=O)NC(C)(C)C)ccc1OC(C)=O,16%,-25%,-3%,-3%,0.5%,
Cc1cccc(NS(=O)(=O)c2ccc(C(=O)NCC(c3ccco3)N3CCCCC3)cc2)c1C (configuration not stated),-2%,13%,59%,10%,0.6%,
CCC(=O)Nc1nc2ccccc2n1Cc1ccccc1Cl,-8%,4.3µM*,u,-1%,i,
COc1ccc2c(c1OC)C(=O)N1C(C(=O)O)Cc3c([nH]c4ccccc34)C21 (configuration not stated),1%,-4%,8%,4%,6.1%,
NS(=O)(=O)c1ccc(CCNC(=O)CCNC(=O)c2ccco2)cc1,1%,2%,0%,-9%,2.4%,
Cc1ccc2c(SCC(=O)NCc3ccco3)nc(-c3ccc(F)cc3)nc2c1,6%,-4%,-4%,-5%,3.2%,

# The last 7 compounds of the part before open the next one.
SMILES,influenza NS1A,M. tuberculosis,M. tuberculosis HTS,PhoP GFP inhibition,VEEV TC-83 Vero,others
O=C(Cc1ccccc1[N+](=O)[O-])NC1CC1,1%,-8%,-2%,2%,0.3%,
COc1cc(/C=C(\NC(C)=O)C(=O)NC(C)(C)C)ccc1OC(C)=O,16%,-25%,-3%,-3%,0.5%,
Cc1cccc(NS(=O)(=O)c2ccc(C(=O)NCC(c3ccco3)N3CCCCC3)cc2)c1C (configuration not stated),-2%,13%,59%,10%,0.6%,
CCC(=O)Nc1nc2ccccc2n1Cc1ccccc1Cl,-8%,4.3µM*,u,-1%,i,
COc1ccc2c(c1OC)C(=O)N1C(C(=O)O)Cc3c([nH]c4ccccc34)C21 (configuration not stated),1%,-4%,8%,4%,6.1%,
NS(=O)(=O)c1ccc(CCNC(=O)CCNC(=O)c2ccco2)cc1,1%,2%,0%,-9%,2.4%,
Cc1ccc2c(SCC(=O)NCc3ccco3)nc(-c3ccc(F)cc3)nc2c1,6%,-4%,-4%,-5%,3.2%,
CCC1CN(C(=O)Nc2cccc(C)c2)c2cc(C)ccc2O1 (configuration not stated),-1%,3%,4%,-3%,2.4%,
CCCC(CCC(=O)Nc1nccs1)C(=O)O (configuration not stated),0%,-6%,-3%,3%,0.2%,
CCOC(=O)COc1cc(Br)c(C2NC(=O)NC(C)=C2C(C)=O)cc1OCC (configuration not stated),6%,-3%,-12%,-7%,4.6%,
CCOc1cnc(-c2c(-c3c(F)cccc3Cl)noc2C)o1,-1%,-2%,14%,6%,0.5%,
O=S1(=O)CC=C(CSC(=S)NC2CCS(=O)(=O)C2)C1 (configuration not stated),4%,-12%,34%,78µM*,9.1%,
COc1ccc(C(=O)Nc2ccc(S(=O)(=O)N(C)c3ccccc3)cc2)cc1,-21%,19%,u,9%,2.1%,
Cc1cccc(N2CCN(C(=O)C3CCN(c4nnc(-n5cccc5)s4)CC3)CC2C)c1 (configuration not stated),11%,44%,6%,23%,7.2%,
Cc1onc(-c2ccccc2Cl)c1C(=O)OCC(=O)Nc1cccc(S(=O)(=O)N2CCOCC2)c1,-5%,29%,7%,3%,6.2%,
Cc1nn(CCc2nn[nH]n2)c2nc(-c3ccc(C4CCCCC4)cc3)cc(C(F)(F)F)c12,6%,9%,22%,7%,2.9%,
CN(C)C(=O)CCC(=O)N1CCCCC1C(=O)Nc1ccc(Oc2ccccc2F)cc1 (configuration not stated),-6%,36%,-5%,-7%,9.1%,
OCCCNc1ncnc2oc(-c3ccccc3)c(-c3ccccc3)c12,-1%,14%,-2%,2%,5.5%,
N#Cc1nc(COc2ccccc2)oc1N1CCC(Cc2ccccc2)CC1,19%,14%,3%,4%,i,VEEV TC-83 Vero 10K pilot screen=2.9
CCN(CCNc1ccc([N+](=O)[O-])c2cccnc12)S(=O)(=O)c1ccccc1,-1%,-7%,4%,7%,1.7%,VEEV TC-83 Vero 10K pilot screen=1.4
CC(C)=CC(=O)Nc1c(C)cc(C)cc1Cl,10%,10%,-1%,-17%,0.0%,
CCCCN1C=C(C(=O)OCC)C(=O)CC1,-12%,x,x,x,0.8%,
COc1ccc(-c2noc(=O)n2Cc2ccc(C#N)cc2)cc1,2%,18%,3%,-2%,i,
COc1ccc(C(=O)/C=C/Nc2ccc(S(=O)(=O)Nc3cccc(C(C)=O)c3)cc2)cc1,-5%,11%,2%,-7%,1.6%,
O=C(c1cc2ccccc2cc1O)N1CCCC(C(F)(F)F)C1 (configuration not stated),-9%,32%,3%,16%,0.3%,
CC(=O)c1sc(NC(=O)c2cc3c(C)nn(-c4ccccc4)c3s2)nc1C,1%,-6%,5%,4%,8.1%,
Cc1ccc(/C(N)=N/OC(=O)N2CCOCC2)cc1,-5%,2%,-4%,32%,i,
COc1ccc(N=c2cc(-c3ccc(OC)cc3)oc3ccccc23)cc1,25%,45%,u,8%,0.6%,
O=c1c2ccccc2nc(SCc2ccc([N+](=O)[O-])cc2)n1-c1ccc(Cl)cc1,-5%,-19%,1%,-5%,0.8%,
Cc1ccc(C)c(NS(=O)(=O)c2ccc(OCC(=O)NCc3ccco3)cc2)c1,14%,-9%,-5%,0%,7.4%,
O=C(O)CN1CCN(Cc2ccccc2F)C1=O,6%,8%,-10%,9%,2.2%,
O=C(c1oc(=O)c2ccccc2c1-c1ccccc1)N1CCC(O)CC1,11%,13%,-5%,-5%,1.7%,

# More structures follow:
SMILES,influenza NS1A,M. tuberculosis,M. tuberculosis HTS,PhoP GFP inhibition,VEEV TC-83 Vero,others
COc1cc(CCC(C)NCc2ccccc2)ccc1O (configuration not stated),1%,9%,2%,-12%,i,
COc1ccc(OC)c(Nc2nc(NCCCN(C)C)nc(N)c2[N+](=O)[O-])c1,-17%,72%,u,7%,i,
COc1ccc2c(CC(=O)N[C@@H](Cc3ccccc3)C(=O)O)cc(=O)oc2c1C,14%,-4%,-12%,-2%,i,
Cc1ccnc(NC(=O)Nc2ccc(Br)cc2Cl)c1,-6%,9%,-1%,-2%,0.2%,
Nc1nonc1-n1nnc(C(=O)N/N=C/c2c(Cl)cccc2Cl)c1CSC1=NCCS1,-8%,5%,2%,-8%,1.1%,
Cc1ccc(C(=O)N/C(=C\c2ccc(-c3cc(Cl)ccc3Cl)o2)C(=O)NCc2cccnc2)cc1,-2%,55%,u,-10%,2.7%,
Cc1[nH]c2ccccc2c1CN1CCc2ccccc2C1,-1%,29%,-8%,-2%,0.7%,

# Two compounds picked at random from those above, as already listed:
SMILES,influenza NS1A,M. tuberculosis,M. tuberculosis HTS,PhoP GFP inhibition,VEEV TC-83 Vero,others
COc1cc(CCC(C)NCc2ccccc2)ccc1O (configuration not stated),1%,9%,2%,-12%,i,
COc1ccc(OC)c(Nc2nc(NCCCN(C)C)nc(N)c2[N+](=O)[O-])c1,-17%,72%,u,7%,i,
